# Screens deposited in PubChem by several laboratories.
# PfM18AAP inh = blocks P. falciparum M18 aspartyl aminopeptidase; inhibition, % at 7.35 µM; actives 1.2% (n = 290,000); recombinant PfM18AAP, H-Glu-NHMec fluorogenic cleavage;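 active = inhibition above the campaign mean inhibition over all tested compounds plus 3 SD, cut at about 28% in these data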;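 also: 0% = plate median of test compound wells and 100% = 2 mM ZnCl2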
# p-CIP stab down = lowers stability of the mouse p/CIP coactivator protein | Q05BA5 | F442A p/CIP-EGFP cells, EGFP fluorescence, 16 h | decrease of EGFP signal, % at 10 µM | actives 0.01% (n = 290,000) | AID 1984;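 active = EGFP signal decrease of at least 30% at 10 µM or well 3 SD below plate mean, unless failing retest; inactive = the rest, including hits failing retest or dose response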; also: some compounds called inactive have numbers as strong as hits; many of its hits are not listed in these tables
# Target sequence (Q05BA5 1-1403): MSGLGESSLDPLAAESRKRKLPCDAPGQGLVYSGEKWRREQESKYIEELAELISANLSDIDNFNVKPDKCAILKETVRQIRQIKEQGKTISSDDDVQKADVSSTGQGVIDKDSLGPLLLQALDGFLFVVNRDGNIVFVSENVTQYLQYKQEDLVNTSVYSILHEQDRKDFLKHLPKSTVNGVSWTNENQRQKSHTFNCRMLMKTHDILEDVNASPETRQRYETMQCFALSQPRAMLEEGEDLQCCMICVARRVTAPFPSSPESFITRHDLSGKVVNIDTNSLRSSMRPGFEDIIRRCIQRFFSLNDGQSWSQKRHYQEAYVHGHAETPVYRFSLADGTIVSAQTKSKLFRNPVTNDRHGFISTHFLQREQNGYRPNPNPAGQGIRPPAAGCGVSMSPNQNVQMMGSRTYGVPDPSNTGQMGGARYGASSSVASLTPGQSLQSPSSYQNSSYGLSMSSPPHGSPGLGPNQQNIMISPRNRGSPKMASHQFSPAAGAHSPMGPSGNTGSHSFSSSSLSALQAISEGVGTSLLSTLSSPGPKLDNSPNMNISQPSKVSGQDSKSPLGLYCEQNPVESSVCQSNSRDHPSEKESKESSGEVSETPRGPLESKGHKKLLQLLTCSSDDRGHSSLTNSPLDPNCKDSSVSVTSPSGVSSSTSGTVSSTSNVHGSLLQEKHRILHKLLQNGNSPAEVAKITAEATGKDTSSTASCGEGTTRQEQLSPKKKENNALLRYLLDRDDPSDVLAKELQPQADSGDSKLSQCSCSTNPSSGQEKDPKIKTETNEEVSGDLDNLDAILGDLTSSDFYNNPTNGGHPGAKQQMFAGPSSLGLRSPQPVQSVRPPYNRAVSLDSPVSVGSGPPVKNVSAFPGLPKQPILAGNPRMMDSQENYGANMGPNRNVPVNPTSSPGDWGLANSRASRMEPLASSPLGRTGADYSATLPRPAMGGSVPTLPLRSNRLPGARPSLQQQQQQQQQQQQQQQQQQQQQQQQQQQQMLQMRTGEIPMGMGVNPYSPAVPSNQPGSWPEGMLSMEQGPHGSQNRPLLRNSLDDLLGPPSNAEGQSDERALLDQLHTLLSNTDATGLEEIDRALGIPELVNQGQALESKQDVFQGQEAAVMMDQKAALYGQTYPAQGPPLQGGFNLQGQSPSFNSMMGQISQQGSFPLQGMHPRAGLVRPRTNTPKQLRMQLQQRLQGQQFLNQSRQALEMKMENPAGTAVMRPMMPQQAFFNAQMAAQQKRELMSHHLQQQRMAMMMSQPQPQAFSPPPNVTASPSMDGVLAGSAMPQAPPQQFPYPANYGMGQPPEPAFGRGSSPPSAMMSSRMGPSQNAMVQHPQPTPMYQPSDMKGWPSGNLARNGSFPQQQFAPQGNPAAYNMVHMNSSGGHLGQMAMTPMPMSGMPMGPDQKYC
# MEKK2mut PB1 HTS = signal of MEK5 binding to mutant human MEKK2 PB1 domain; bead flow cytometry, Alexa488-MEK5 binding to MEKK2 mutant; percent response, % at 10 µM; actives 0.35% (n = 290,000); AID 1530; in the data active = percent response above about 24%, passing the limit was not always enough; also: inactives centre near 1; some results filed as inactive read as strong as hits; reference of the scale not given here
# SUMO HTRF inh = SUMOylation inhibition. HTRF SUMOylation assay, SAE1/SAE2 + UBC9, in vitro. AID 2006. inhibition, % at 35 µM. actives 0.36% (n = 290,000). P63279; in the data active = inhibition above about 50%, passing the limit was not always enough; also: strong numbers were not always called active
# MEKK2wt PB1 HTS = raises or lowers MEK5 binding to wildtype human MEKK2 PB1 domain; Q9Y2U5; bead flow cytometry, Alexa488-MEK5 binding to MEKK2 WT; actives lie on both sides; binding response (% of control), % at 10 µM; actives 1.1% (n = 290,000); in the data active = binding response below about 67% or above about 130%
# MEKK3 PB1 HTS = modulators (inhibitors or enhancers) of MEK5 binding to human MEKK3 PB1 domain. AID 1529. bead-based flow cytometry, Alexa488-MEK5 binding to MEKK3; actives lie on both sides; 0 = blocked by unlabeled MEK5, 100 = vehicle. Q99759. binding response (% of control), % at 10 µM. actives 1.4% (n = 290,000);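 active = binding response more than 3 SD above or below the average of its plate-row segment, actives on both sides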;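 also: Alexa488 bead fluorescence after subtracting the streptavidin-only scavenger bead signal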
# IDE act = IDE (human) activation, cell-based; actives 0.073% (n = 340,000); AID 493087; activation, % at 5.96 µM; HEK cells, FAbeta-B cleavage, fluorescence polarization; 0% vehicle, 100% cell-free pure enzyme wells; P14735;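 active = activation above the mean of all tested compounds plus 3 SD, set per screening campaign, cut at about 17% in these data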
# IDE inh = inhibits human insulin-degrading enzyme in HEK cells | P14735 | FAbetaB cleavage, fluorescence polarization | inhibition, % at 5.59 µM | actives 0.41% (n = 320,000);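 active = percent inhibition above the average of all tested compounds plus 3 SD, set per screening campaign, cut at about 16% in these data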;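 also: IDE supplied by intact live HEK cells; FP after avidin binding of uncleaved biotin substrate so inhibition keeps polarization high; 0% = DMSO wells and 100% = 60 µM reference IDE inhibitor Ii1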
# NALP1 inh = blocks the NALP1 inflammasome reconstituted in yeast; inhibition, % at 10 µM; actives 0.61% (n = 280,000); AID 2071; S. cerevisiae NALP1/ASC/caspase-1 growth, X-gal OD620, 72 h; in the data active = inhibition mostly above about 24%, no sharp cut-off; inactive = mostly below about 32%; also: some compounds called inactive have numbers as strong as hits
# * marks the source's active call; other numbers are inactive results; nt = not tested or not shown. A portion of the library; the hit share may differ from the screen's.
molecule,PfM18AAP inh,p-CIP stab down,MEKK2mut PB1 HTS,SUMO HTRF inh,MEKK2wt PB1 HTS,MEKK3 PB1 HTS,IDE act,IDE inh,NALP1 inh
COc1cc(CNn2cn[nH]c2=S)cc(Br)c1OCc1ccccc1F,3.6,-8.4,-7.0,2.6,95.0,99.0,-1.3,-2.0,-21.2
CCCCN1CC(O)=C(c2nc(-c3ccc(Br)cc3)cs2)C1=N,2.3,-7.6,-18.0,14.8,89.0,89.0,-2.2,-1.6,19.5
COc1ccc(CCNc2oc(Cc3cccc4ccccc34)nc2C#N)cc1OC,1.5,-12.1,2.0,-22.3,104.0,104.0,3.0,3.9,-10.1
c1ccc(CSc2ncn[nH]2)nc1,19.1,-7.8,-2.0,16.6,102.0,102.0,6.5,-0.9,1.1
COC(=O)c1ccc(CSc2nc3c(cnn3-c3ccc(C)c(C)c3)c(=O)[nH]2)o1,6.5,-5.7,7.0,5.0,105.0,109.0,6.4,-4.4,-3.1
CCC(c1nnnn1Cc1ccco1)N1CCN(C(=O)c2ccco2)CC1 (stereo unspecified),5.6,-6.2,nt,29.9,nt,nt,3.1,0.8,5.4
COc1ccc(Cn2c(=O)cc(C)[nH]c2=S)cc1,-1.6,-7.2,-6.0,21.8,88.0,79.0,-2.0,7.9,0.6
CCN(C(=O)c1c(-c2ccccc2Cl)noc1C)C1CCCCC1,-0.4,-3.4,2.0,14.3,99.0,102.0,-3.9,0.1,5.6
CSc1ccccc1NC(=O)Nc1ccc(F)c(Cl)c1,3.0,-6.7,13.0,-19.3,137.0,120.0,-2.6,4.3,-1.1
Cc1ccc(C(O)CN2C3=NCCCN3c3ccccc32)cc1 (stereo unspecified),-10.6,-1.9,1.0,11.5,97.0,99.0,8.0,-3.1,-59.4
CCN(CC)S(=O)(=O)c1ccc(-c2nnc(SCC(=O)Nc3ccc(OC)c(OC)c3)o2)cc1,2.4,-19.5,-2.0,-13.4,102.0,102.0,-0.8,2.6,-2.5
O=C(O)CCn1cc(/C=C\C(=O)c2ccc(Cl)cc2)c(-c2cccc(Br)c2)n1,11.5,5.6,-1.0,1.5,91.0,78.0,-2.8,-0.8,13.2
COc1ccc(OCCNC(=O)/C=C/c2ccccc2)cc1,-0.3,-1.6,-1.0,13.1,108.0,120.0,1.4,-0.2,29.3
CC(C)(C)NC(=O)C1CC(=O)OC12CCOC(C)(C)C2 (stereo unspecified),-14.4,-2.3,-6.0,3.5,93.0,95.0,-3.4,-6.5,14.6
CCC(CC)NCc1ccc(OC)cc1OC,-2.8,-8.9,-7.0,2.8,92.0,88.0,-4.7,-3.3,nt
Cc1ccc(S(=O)(=O)c2c[nH]c3ccc(C)cc3c2=O)cc1,-1.7,-1.6,3.0,1.6,104.0,105.0,-0.8,nt,12.5
Cc1cc(/C=N\NC(=O)CC(=O)NC2CCCCC2)c(C)n1-c1ccc(Cl)c(Cl)c1,1.9,0.3,-9.0,-4.8,91.0,95.0,-2.4,0.7,-0.6
CCOC(=O)N1CCN(C(=S)NC(=O)c2cc(Br)ccc2Cl)CC1,-7.8,-8.2,-5.0,8.2,93.0,96.0,2.4,0.6,0.0
C/C(=N\Nc1ccccc1)c1c(O)cc(C)oc1=O,7.2,-0.6,0.0,1.3,106.0,121.0,1.3,-0.4,22.6
Cc1ccc(S(=O)(=O)CCC(=O)NC2CCCC2)cc1,-8.7,-6.2,-2.0,2.1,96.0,95.0,-0.8,6.3,-1.3
CCOCC(=O)Nc1ccccc1C(=O)N1CCOCC1,3.4,-4.6,7.0,4.5,106.0,91.0,0.3,2.5,8.0
CCOC(=O)c1sc(NC(=O)C(C)C)c(C#N)c1C,22.4,-4.0,-5.0,14.7,96.0,96.0,-3.9,5.2,9.9
CC(C)NC(=O)c1nn2c(C(F)(F)F)cc(-c3ccco3)nc2c1Cl,0.5,-6.1,-13.0,9.7,81.0,92.0,-4.4,-1.8,-15.0
CC(=O)Nc1ccc(S(=O)(=O)N(C)CC(=O)OCC(=O)Nc2cccnc2Cl)cc1,3.5,-7.9,-1.0,8.1,108.0,103.0,5.0,-5.6,28.2
COc1ccc(Cl)cc1C(=O)NNC(=S)NC1CCCC1,-12.7,7.3,-1.0,-57.5,94.0,98.0,3.0,-1.2,-0.5
CC(CC(=O)Nc1ccccc1C(F)(F)F)c1ccccc1 (stereo unspecified),0.8,2.0,-3.0,5.6,95.0,91.0,4.7,3.7,-1.5
O=C(CSc1ncn(-c2ccccc2)n1)NCc1ccccc1,3.0,4.1,-4.0,1.6,94.0,91.0,1.6,3.0,4.5
O=c1c2c([nH]c3ccccc13)CCC2,-0.5,-5.3,22.0,11.6,114.0,110.0,-1.3,0.1,9.6
CCCN(CCC)C(=O)Cn1c(=O)n(CCC(=O)NCCc2ccccc2)c(=O)c2ccccc21,2.1,-8.4,1.0,-2.3,98.0,95.0,5.5,-2.0,4.2
Cc1cc(=O)oc2c3c(cc(OCC(=O)NCCN4CCOCC4)c12)OC(C)(C)CC3,-3.5,7.9,-2.0,40.0,100.0,98.0,3.9,-3.7,11.0

# Reprinted from the part before: four entries, then new ones.
molecule,PfM18AAP inh,p-CIP stab down,MEKK2mut PB1 HTS,SUMO HTRF inh,MEKK2wt PB1 HTS,MEKK3 PB1 HTS,IDE act,IDE inh,NALP1 inh
O=C(CSc1ncn(-c2ccccc2)n1)NCc1ccccc1,3.0,4.1,-4.0,1.6,94.0,91.0,1.6,3.0,4.5
O=c1c2c([nH]c3ccccc13)CCC2,-0.5,-5.3,22.0,11.6,114.0,110.0,-1.3,0.1,9.6
CCCN(CCC)C(=O)Cn1c(=O)n(CCC(=O)NCCc2ccccc2)c(=O)c2ccccc21,2.1,-8.4,1.0,-2.3,98.0,95.0,5.5,-2.0,4.2
Cc1cc(=O)oc2c3c(cc(OCC(=O)NCCN4CCOCC4)c12)OC(C)(C)CC3,-3.5,7.9,-2.0,40.0,100.0,98.0,3.9,-3.7,11.0
C[n+]1cn(/N=C/c2ccccc2)c2ccccc21,-13.8,3.9,-2.0,1.5,101.0,98.0,-0.8,-1.7,8.1
Cn1c(SCc2nc3ccccc3n2CCO)nc2ccccc21,-4.1,4.1,7.0,5.0,125.0,125.0*,-2.9,0.1,15.3
Cc1cc(C(F)F)n2ncc(C(=O)N3CCC(C(N)=O)CC3)c2n1,-5.4,-2.4,4.0,-14.8,102.0,103.0,5.8,-2.2,41.1
COc1cccc(NC(=O)COC(=O)c2ccc(S(=O)(=O)NCc3ccco3)cc2)c1,18.0,5.5,1.0,0.4,101.0,99.0,0.9,1.2,10.4
OCCN1CCN(c2nc3ccccc3nc2-c2ccccc2)CC1,3.9,0.3,-16.0,23.3,88.0,89.0,-3.3,7.4,-14.1
C=CCn1c(=O)c2c(nc3n2CCS3)n(C)c1=O,-4.6,5.6,0.0,-2.7,95.0,96.0,1.0,-2.1,8.7
CC1CN(C(=O)CN2C(=O)c3ccccc3S2(=O)=O)CC(C)O1 (stereo unspecified),-5.0,-1.6,2.0,8.7,111.0,105.0,2.5,1.9,-22.6
COc1cc(SC)ccc1C(=O)Nc1nc2ccccc2[nH]1,-0.3,-5.0,5.0,39.2,101.0,99.0,3.1,-10.6,16.8
O=S(=O)(c1ccc2ccccc2c1)N1CCN(C(=S)Nc2ccccc2F)CC1,8.0,11.5,-2.0,-5.1,98.0,98.0,-3.6,-2.2,-8.6
COc1ccc(Nc2ncnc3ccccc23)c(OC)c1,4.1,-2.5,0.0,-21.1,96.0,97.0,-1.1,2.8,1.8
CCOC(=O)CN1C(=O)C(=O)N(Cc2ccccc2F)C1=O,-1.4,-18.6,3.0,17.5,103.0,101.0,2.9,1.1,3.6
O=c1c2c(n3cnnc3n1-c1ccccc1)-c1ccccc1CC21CCCCC1,7.6,-13.4,9.0,20.5,108.0,102.0,-6.2,0.6,7.3
Cc1cc2c(cc(C(=O)NCCCN3CCOCC3)n2Cc2ccc(Cl)cc2)o1,-5.7,-17.5,15.0,-7.0,120.0,101.0,4.7,-4.9,nt
C=CCNc1oc(-c2cccs2)nc1S(=O)(=O)c1ccccc1,0.5,-20.8,-1.0,2.1,96.0,103.0,3.9,2.4,-27.2
Cc1cccc(NC(=O)c2ccc([N+](=O)[O-])o2)n1,0.3,-5.7,8.0,-11.3,111.0,107.0,0.5,2.3,-12.8
COc1ccc2[nH]c(=O)c(CN(C(=O)C3CCCO3)c3ccc(C)c(C)c3)cc2c1 (stereo unspecified),-14.0,-18.4,4.0,1.1,112.0,111.0,-2.5,5.5,14.0
O=C(N/N=C/c1ccc(OC(F)F)cc1OC(F)F)c1cccc(S(=O)(=O)N2CCOCC2)c1,4.9,2.3,-1.0,-10.5,99.0,103.0,1.1,3.0,-2.1
CCOc1ccc(NC(=O)NCCCn2c(C)nc3cc(C)c(C)cc32)cc1,-7.8,-14.7,-1.0,5.7,104.0,102.0,-5.4,10.3,0.0
COc1ccccc1N(C)C(=O)c1cc(S(=O)(=O)N2CCc3ccccc32)cn1C,10.2,-14.0,1.0,8.2,96.0,97.0,2.1,-0.3,-1.1
CCOc1ccc2oc(C(=O)NC(C)(C)CC)c(C)c2c1,8.0,-1.4,-2.0,7.0,100.0,99.0,1.6,2.1,4.6
N#CC1=C(N)NC(SCC(=O)c2ccccc2)=C(C#N)C12CCCC2,20.0,-0.6,-4.0,-0.1,84.0,82.0,-1.5,3.5,24.4
O=C(c1ccc2c(=O)n3c(nc2c1)CCCCC3)N1CCCCC1,0.3,13.3,2.0,nt,101.0,102.0,4.5,-6.3,27.5

# Three of these compounds in a different format:
O=C(N/N=C/c1ccc(OC(F)F)cc1OC(F)F)c1cccc(S(=O)(=O)N2CCOCC2)c1
  PfM18AAP inh: 4.9
  p-CIP stab down: 2.3
  MEKK2mut PB1 HTS: -1.0
  SUMO HTRF inh: -10.5
  MEKK2wt PB1 HTS: 99.0
  MEKK3 PB1 HTS: 103.0
  IDE act: 1.1
  IDE inh: 3.0
  NALP1 inh: -2.1
COc1ccccc1N(C)C(=O)c1cc(S(=O)(=O)N2CCc3ccccc32)cn1C
  PfM18AAP inh: 10.2
  p-CIP stab down: -14.0
  MEKK2mut PB1 HTS: 1.0
  SUMO HTRF inh: 8.2
  MEKK2wt PB1 HTS: 96.0
  MEKK3 PB1 HTS: 97.0
  IDE act: 2.1
  IDE inh: -0.3
  NALP1 inh: -1.1
C=CCn1c(=O)c2c(nc3n2CCS3)n(C)c1=O
  PfM18AAP inh: -4.6
  p-CIP stab down: 5.6
  MEKK2mut PB1 HTS: 0.0
  SUMO HTRF inh: -2.7
  MEKK2wt PB1 HTS: 95.0
  MEKK3 PB1 HTS: 96.0
  IDE act: 1.0
  IDE inh: -2.1
  NALP1 inh: 8.7
